# Screening results (PubChem)
# bIAP inh: bovine intestinal alkaline phosphatase inhibitors, primary screen, selectivity assay for TNAP inhibitor project, biochemical, bovine IAP, CDP-star luminescence; alkaline phosphatase, intestinal [Bos taurus]; purified bovine IAP, 30 min; inhibition, % at 20 µM; 190,000 tested, under 10 active;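 active means over 50% inhibition of intestinal alkaline phosphatase at 20 µM in the single-dose screen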
#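 Incubation: 30 min reaction at room temperature / Material: purified bovine intestinal alkaline phosphatase (IAP) enzyme / Input: enzyme at 1/65,000,000 dilution / Dosing: 20 µM single dose / Signal: CDP-star luminescence signal / Reagent: CDP-star chemiluminescent phosphatase substrate, 30 µM final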
# PMI activator: activators of human PMI, primary screen, biochemical, fluorescence intensity, near-Km mannose 6-phosphate | purified human PMI, coupled resazurin fluorescence, 20 min; active compounds read high; 1 = vehicle control, 0 substrate-free wells | Mannose-6-phosphate isomerase (Homo sapiens), P34949 | activation factor at 20 µM | 190,000 compounds, 0.005% hits;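 active means activation factor of 2 or more at 20 µM, relative to plate controls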
# Target sequence (P34949 whole entry, looked up): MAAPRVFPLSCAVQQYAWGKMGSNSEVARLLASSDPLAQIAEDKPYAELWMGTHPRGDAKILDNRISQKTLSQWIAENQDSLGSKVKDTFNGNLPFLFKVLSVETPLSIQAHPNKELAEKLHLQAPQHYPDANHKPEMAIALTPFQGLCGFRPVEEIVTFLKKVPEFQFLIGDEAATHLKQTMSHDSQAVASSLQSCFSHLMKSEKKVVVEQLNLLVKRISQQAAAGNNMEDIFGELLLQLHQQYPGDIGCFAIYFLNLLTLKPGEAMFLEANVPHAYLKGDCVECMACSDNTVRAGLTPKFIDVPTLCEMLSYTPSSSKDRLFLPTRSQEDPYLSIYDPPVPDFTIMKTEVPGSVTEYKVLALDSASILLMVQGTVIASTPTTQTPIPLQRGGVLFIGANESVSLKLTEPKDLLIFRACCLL
# Diaphorase act: compounds boosting diaphorase resazurin reduction – biochemical, uHTS, resorufin fluorescence, counter-screen for diaphorase-coupled primary assays, primary screen | Diaphorase/resazurin coupled assay, 16 min; active compounds read high; 1 = vehicle wells, 0 = NADH-free wells | activation factor at 20 µM | 190,000 compounds, 0.005% hits | AID 1229, 2008;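 active means diaphorase activity raised at least twofold by the compound at 20 µM; inactive means activation factor below 2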
#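 Test system: Clostridium kluyveri diaphorase, purified enzyme. Buffer or medium: 50 mM HEPES pH 7.4 buffer plus MgCl2 and Tween 20. Also added: 0.114 mM NADH and 0.1 mM resazurin, final amounts. Dosing: compound 20 µM once, DMSO 1%. Schedule: 16 min enzyme reaction, ambient temperature. Detection: fluorescence of resorufin, 544 nm excitation, 590 nm emission.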
# TNAP inh noacc: human TNAP enzyme inhibitors, primary screen, biochemical, luminescent, no phosphate acceptor, uHTS; inhibition, % at 20 µM; 200,000 compounds, 0.26% hits; purified TNAP, CDP-star luminescence, 30 min; AID 1012, 2008;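 active means tissue-nonspecific alkaline phosphatase inhibition above about 50% at 20 µM in the single-dose screen, limit read from the data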;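 further: 0% = DMSO negative control and 100% = EDTA positive control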
# Target sequence (P05186 whole entry, looked up): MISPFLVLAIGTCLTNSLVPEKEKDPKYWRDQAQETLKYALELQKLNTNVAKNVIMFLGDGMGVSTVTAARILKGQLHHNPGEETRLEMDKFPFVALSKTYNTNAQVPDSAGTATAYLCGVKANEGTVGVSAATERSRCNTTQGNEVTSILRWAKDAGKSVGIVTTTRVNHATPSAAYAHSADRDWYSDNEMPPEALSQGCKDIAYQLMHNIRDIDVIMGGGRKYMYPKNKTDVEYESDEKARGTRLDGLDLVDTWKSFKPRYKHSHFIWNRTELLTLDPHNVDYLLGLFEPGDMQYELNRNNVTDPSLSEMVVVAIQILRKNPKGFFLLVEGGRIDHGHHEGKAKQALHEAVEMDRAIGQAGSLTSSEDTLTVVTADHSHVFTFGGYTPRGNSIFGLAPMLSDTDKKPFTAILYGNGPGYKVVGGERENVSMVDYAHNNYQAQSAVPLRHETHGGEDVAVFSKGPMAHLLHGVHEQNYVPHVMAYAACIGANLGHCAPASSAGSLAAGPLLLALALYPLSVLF
# bIAP activator: bovine intestinal alkaline phosphatase activators, primary screen, biochemical, bovine IAP, CDP-star luminescence; purified bovine IAP, 30 min; active compounds read high; fold of DMSO-control signal, blank-subtracted; 200,000 compounds, 0.17% hits; activation factor at 20 µM;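 active means activation factor of 2 or more at 20 µM, a signal rise over negative controls twice the positive control's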
# Diaphorase inh: diaphorase inhibitors and chemical oxidizers, primary screen, counter-screen for diaphorase-coupled primary assays, biochemical, uHTS, resorufin fluorescence. AID 1217, 2008. inhibition, % at 20 µM. diaphorase resazurin-to-resorufin fluorescence, NADH, 16 min; bacterial (C. kluyveri) enzyme, not human. 190,000 compounds, 0.69% hits;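 active means primary screen inhibition at 20 µM above a set limit, cut at about 50% in these data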;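 further: plate controls were DMSO with full reaction for no effect and wells lacking NADH for full effect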
#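 Test system: bacterial diaphorase enzyme (C. kluyveri); Quantity: 0.14 U/mL diaphorase, enzyme working solution; Times: reaction incubation of 16 min at room temperature; Measured by: fluorescence of resorufin formed from resazurin, Ex 544/Em 590 nm; Benchmarks: positive control minus NADH, DMSO neutral control.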
# PMI act satM6P: human PMI activators, high substrate, primary screen, biochemical, fluorescence intensity, near-saturating mannose 6-phosphate. Mannose-6-phosphate isomerase (Homo sapiens), P34949. coupled PMI enzyme assay, resazurin fluorescence, 20 min; active compounds read high; 1 = untreated enzyme, 0 = substrate-free blank. activation factor at 20 µM. 190,000 compounds, 0.34% hits. AID 1216, 2008;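 active means activation factor of 2 or more at 20 µM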
#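 Technique: Diaphorase-driven resazurin-to-resorufin fluorescence, excitation 544, emission 590 nm | Assay system: Human PMI in coupled enzyme assay | Times: Enzyme reaction with compound 20 min at room temperature | Medium: HEPES-buffered pH 7.4 with magnesium and detergent | Reagent: Mannose-6-phosphate 1.0 mM (near-saturating) plus 0.22 mM NADP+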
# TNAP act hi DEA: TNAP activators at high phosphate acceptor level, primary screen, biochemical, luminescence, uHTS; AID 1136, 2008; purified TNAP, CDP-star luminescence, 1 M DEA, 30 min; active compounds read high; 0 = EDTA background, 1 = DMSO-only activity; 200,000 tested, under 10 active; activation factor at 20 µM;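 active means activation factor at least 2 at 20 µM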
#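 system = human TNAP | amount = enzyme diluted 1/800 final | reagent = 100 µM CDP-star substrate | signal = luminescent substrate turnover signal | dosing = one dose, 20 µM | benchmarks = EDTA negative control, DMSO positive control | measure = activation factor | timing = 30 min reaction, room temperature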
# TNAP inh hi DEA: human TNAP enzyme inhibitors, primary screen, biochemical, luminescent, high phosphate acceptor level, uHTS; purified TNAP, CDP-star luminescence, 1 M DEA; inhibition, % at 20 µM; 200,000 compounds, 0.03% hits; AID 1135, 2008;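 active means over 50% inhibition of tissue-nonspecific alkaline phosphatase at 20 µM in the single-dose screen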;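 further: plate controls were DMSO wells for no effect and EDTA-quenched wells as full inhibition for full effect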
# Lmaj promast: Leishmania major promastigote growth inhibition, primary screen. inhibition, % at 10 µM. 200,000 compounds, 9% hits. Leishmania major promastigotes, resazurin fluorescence viability. AID 1063, 2008; in the data active means inhibition above about 50%;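 further: promastigotes grown with compound for 44 hours at 28 °C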
# Numbers without * were called inactive.
# Every second line gives: bIAP inh	PMI activator	Diaphorase act	TNAP inh noacc	bIAP activator	Diaphorase inh	PMI act satM6P	TNAP act hi DEA	TNAP inh hi DEA	Lmaj promast
O=C(Nc1ccc(F)cc1)N(Cc1ccco1)Cc1cc2cc3c(cc2[nH]c1=O)OCO3
 : 14	0.9	0.8	-9	0.9	22	0.9	1	1	-1
CN(c1ccccc1C(=O)Nc1ccc(S(=O)(=O)N2CCOCC2)cc1)S(=O)(=O)c1ccccc1
 : -5	0.9	0.9	-8	1	10	0.9	1	-1	91*
O=[N+]([O-])c1nn(-c2ccccc2)[n+]([O-])c1N1CCN(c2ccccc2)CC1
 : -17	0.9	1	-15	1.2	-3	1	1	3	-2
Cc1cc(N2CCCCC2)ccc1[N+](=O)[O-]
 : 1	0.8	0.8	13	1	16	0.6	0.8	18	34
CCc1nnc(NC(=O)CSc2ccc(-c3ccc(C)cc3)nn2)s1
 : 0	1	1.2	-39	1	-17	1	1	-4	8
Cc1c(C(N)=O)c(N)c(C(=O)c2ccccc2)n1-c1ccccc1
 : 10	1	1	-6	0.9	5	1	1	-2	-1
CC1(C)Cn2c(nnc2-c2cccc(O)c2)S1
 : -4	0.9	1	-2	1	-2	1	1	0	-3
Nc1nonc1NC(=O)CSc1nc2ccccc2s1
 : 10	0.9	0.8	-5	0.9	17	1	1	-3	-5
COCCNC(=S)Nc1ccc2[nH]c(=O)[nH]c2c1
 : 8	1.3	0.6	-4	0.9	35	1.4	1	-1	3
COc1ccc(C2C=C(Nc3ccccc3)C(=O)N2c2ccccc2)cc1OC (centres undefined)
 : -12	1.4	0.9	-14	1.1	11	1.8	1	1	-3
CCn1c(=S)[nH]c2cc(C(=O)OC)ccc2c1=O
 : 4	0.9	0.9	-2	1	8	1	1	1	1
CC1CN/C(=C\C(=O)c2ccc(Cl)cc2)C(=O)N1 (centres undefined)
 : 10	1.1	1.1	-2	0.9	-8	1.1	1	-4	-5
CCCC(=O)Nc1ccccc1-c1nnn(CC(=O)Nc2ccc(OC)cc2)n1
 : 2	0.8	0.8	-9	1	16	0.9	1	-3	14
O=C(c1ccccc1)N1CCN(C(=O)C23CC4CC(CC(C4)C2)C3)CC1
 : 5	1	0.9	-10	1	12	1	1.1	-7	-6
Cc1ccc(SCCNC(=O)c2ccccc2)cc1
 : 10	0.9	0.8	-4	0.9	21	0.9	1	-2	0
CCOc1ccc2c(c1)C(c1ccc(C)o1)=NNC(c1ccncc1)=N2
 : -3	1.1	0.9	14	1	6	1	0.9	9	4
COc1ccc(F)cc1C(=O)C1CCCN(Cc2cn(C)c3ccccc23)C1 (centres undefined)
 : 4	0.9	1	-8	1	0	1	1	-3	90*
O=C(Nc1nc(-c2ccccn2)cs1)c1cc2ccccc2o1
 : -25	1.5	0.9	-15	1.3	7	1.5	1	-1	100*
Cc1ccc(Nc2ccc([N+](=O)[O-])nc2[N+](=O)[O-])cc1
 : 9	0.9	0.8	4	0.9	19	0.9	1	0	70*
CCCCCCn1c(N2CCN(c3cccc(Cl)c3)CC2)nc2c1c(=O)[nH]c(=O)n2C
 : -19	0.9	0.8	-117	1.2	22	0.9	1	-2	32
COc1ccccc1OCC(=O)NCC1CCCCC1
 : -15	0.9	0.9	-6	1.1	7	0.9	1	0	-7
Cc1ccc[n+](CC(=O)Nc2ccc([N+](=O)[O-])cc2Cl)c1
 : 10	0.9	1	-11	0.9	-3	1	1	-4	-5
O=C(COC(=O)c1cc(=O)c2ccccc2o1)Nc1ccc2ccccc2c1
 : -1	0.9	0.8	-9	1	19	1	1	2	-5
Cc1ccc(C(=O)N/C(=C\c2cccc([N+](=O)[O-])c2)C(=O)NCc2ccncc2)cc1
 : -7	1	0.9	-3	1.1	9	1.1	1	0	-1
Cc1ccc(S(=O)(=O)NNC(=O)C2Cc3c(ccc4ccccc34)O2)cc1 (centres undefined)
 : 9	1	1	-10	0.9	-1	1	1	-4	-3
Cc1csc(NC(=O)Cn2cnnn2)n1
 : 4	1.1	0.9	-3	1	9	1.1	1.1	-11	-2
NC(=O)CSc1nc(C23CC4CC(CC(C4)C2)C3)nc2ccccc12
 : -8	0.8	0.8	-7	1.1	22	0.9	1.1	-11	14
N/C(COc1ccc(Cl)cc1Cl)=N\NS(=O)(=O)c1ccccc1
 : 7	1	0.9	-20	0.9	15	0.9	1	-2	-8
O=C(c1c(F)cccc1F)N1CCC(n2nnc3cc(C(F)(F)F)ccc32)CC1
 : -2	0.9	0.9	-2	1	7	1	1	0	21
Cc1nc2c(C#N)cnn2c2c1CCN(Cc1ccccc1)N2C
 : -12	1.1	1	-9	1.1	-2	1.1	1	-1	4

# Three entries from above, arranged by SMILES length, ascending:
# Every second line gives: bIAP inh	PMI activator	Diaphorase act	TNAP inh noacc	bIAP activator	Diaphorase inh	PMI act satM6P	TNAP act hi DEA	TNAP inh hi DEA	Lmaj promast
Cc1nc2c(C#N)cnn2c2c1CCN(Cc1ccccc1)N2C
 : -12	1.1	1	-9	1.1	-2	1.1	1	-1	4
Cc1ccc[n+](CC(=O)Nc2ccc([N+](=O)[O-])cc2Cl)c1
 : 10	0.9	1	-11	0.9	-3	1	1	-4	-5
O=C(c1c(F)cccc1F)N1CCC(n2nnc3cc(C(F)(F)F)ccc32)CC1
 : -2	0.9	0.9	-2	1	7	1	1	0	21

# (continued)
# Every second line gives: bIAP inh	PMI activator	Diaphorase act	TNAP inh noacc	bIAP activator	Diaphorase inh	PMI act satM6P	TNAP act hi DEA	TNAP inh hi DEA	Lmaj promast
COc1cc(S(=O)(=O)n2cnc(C)c2)ccc1Cl
 : -3	1	1	-2	1	5	1	1	-1	7
COc1ccc(NS(=O)(=O)c2ccc(N/N=C(\C)c3ccncc3)c([N+](=O)[O-])c2)cc1
 : 47	0.9	0.9	8	0.5	6	0.9	0.8	20	49
Cc1c(NC(=O)c2nn3c(c2Br)NC(c2ccccc2)CC3C(F)(F)F)c(=O)n(-c2ccccc2)n1C (centres undefined)
 : -95	1	0.9	-4	1.9	13	1	1	0	-2
CCOc1ccc(CN2CCC(=O)NC2=O)cc1
 : 5	0.9	0.8	-14	0.9	20	0.9	1.1	-7	-6
Cc1cc(C(=O)c2cnc(/N=C/N(C)C)s2)cc(C)c1O
 : 22	1	0.9	4	0.8	8	1	0.9	10	-3
CSc1nc(-c2ccccc2)nn1C(=O)c1ccccc1
 : 1	0.9	1	56*	1	4	0.9	1	0	-3
CCC(C)C(=O)Nn1c(C2CC2)nc2cc(OC)c(OC)cc2c1=O (centres undefined)
 : -4	1.1	1	-7	1	3	1	1	-1	-2
NC(=S)N/N=C/c1cccc(Br)c1
 : 13	1.1	0.9	-14	0.9	9	1.1	1	-5	18
COC(=O)c1cccnc1-n1c(=O)c2cccnc2n(Cc2ccc([N+](=O)[O-])cc2)c1=O
 : -6	0.9	0.8	-12	1.1	18	0.9	1.1	-6	-8
CCCCn1c(N)nc2ccccc21
 : 7	1	1	-7	0.9	4	1	1	-2	21
COC(=O)C1ON2OC(C(=O)OC)C(C(=O)OC)C2C1CC(C)=O (centres undefined)
 : 1	1	0.9	-8	1	11	1	1.1	-6	0
COc1ccc(N2C(=O)CN(Cc3cc(OC)c(OC)c(OC)c3)C2=S)cc1
 : -2	1	1	-7	1	5	0.9	1	0	6
C=CCn1c(SCC(=O)Nc2ccc3c(c2)OCO3)nc2ccccc2c1=O
 : 4	0.8	0.9	-11	1	15	0.9	1	-4	11
CCN1CCN(Cc2ccccc2NC(=O)Nc2ccc(C)cc2)CC1
 : -3	1	1	-10	1	3	1	1	-2	-1
CN(Cc1ccccc1)C(=S)Nc1cccnc1
 : 2	1	1	0	1	-1	1	1	-2	4
CCOC(=O)C1CCCN(C(=S)Nc2cc(C)cc(C)c2)C1 (centres undefined)
 : 2	1	0.9	-8	1	14	1	1	-4	1
COC(=O)c1sccc1NC(=S)Nc1ccc(F)cc1
 : -1	1	0.7	-6	1	28	0.9	1	-2	-4
O=C(COc1cc(Cl)c(Cl)cc1Cl)NC(=O)Nc1ccc2c(c1)OCCO2
 : -164	0.9	0.9	-11	2.6*	5	1	1	3	63*
COC(=O)c1cc2c(cc1NC(=O)CSCCc1ccccn1)OCO2
 : 5	0.9	0.9	-7	1	6	0.9	1	0	-1
O=[N+]([O-])c1ccc(Cl)cc1N1CCCCC1
 : 3	0.9	0.8	-11	1	16	0.9	1	-5	1
COc1cccc(C(=O)COc2ccc3c(C)c(Cc4ccccc4)c(=O)oc3c2)c1
 : -5	0.9	0.9	-16	1	5	1	1	2	-1
Cn1c(=S)[nH]c2c(c1=O)C(C)(C)Cc1ccccc1-2
 : -6	1.1	0.7	3	1.1	34	1.1	1	0	-5
COc1nccnc1NS(=O)(=O)c1ccc(NC(=S)NC(=O)c2ccccc2F)cc1
 : 2	0.8	0.9	-9	1	14	1	1	3	-10
FC(F)(F)c1cnc(Oc2ccc(-c3nnco3)cc2)c(Cl)c1
 : -4	0.9	0.9	-8	1	9	1	1	-3	-7
Cc1ccc(CNC(=O)CCCn2c(=O)c3ccccc3n(CC(=O)NCc3ccco3)c2=O)cc1
 : 9	1	1	-5	0.9	0	1	1	0	-1
c1cc2nc(C34CC5CC(CC(C5)C3)C4)[nH]c2cn1
 : 6	1	0.8	-7	0.9	23	1.1	1	-4	7
Cn1c(=O)c(-c2ccccc2)c(O)c2ccccc21
 : 1	1.3	1.2	-11	1	-17	1.1	1	-5	-1
Cn1c(CN2CCCC(C(=O)c3ccc4c(c3)OCO4)C2)nc2ccccc21 (centres undefined)
 : -15	0.9	1	-8	1.2	0	0.9	1	-2	35
CC1CCc2c(sc3ncnc(NCCCOC(C)C)c23)C1 (centres undefined)
 : 0	0.9	0.7	-15	1	26	0.9	0.9	10	6
